IDE inh: human IDE inhibitors in live cells, primary screen, fluorescence polarization, HEK cells, FAbetaB substrate; Insulin-degrading enzyme (Homo sapiens), P14735; FAbetaB cleavage; inhibition, % at 5.59 µM; 320,000 tested, 0.41% active; AID 434962, 2010;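 active = percent inhibition above the average of all tested compounds plus 3 SD, set per screening campaign, cut at about 16% in these data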;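 also: IDE supplied by intact live HEK cells; FP after avidin binding of uncleaved biotin substrate so inhibition keeps polarization high; 0% = DMSO wells and 100% = 60 µM reference IDE inhibitor Ii1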
Target sequence (P14735 whole entry, looked up): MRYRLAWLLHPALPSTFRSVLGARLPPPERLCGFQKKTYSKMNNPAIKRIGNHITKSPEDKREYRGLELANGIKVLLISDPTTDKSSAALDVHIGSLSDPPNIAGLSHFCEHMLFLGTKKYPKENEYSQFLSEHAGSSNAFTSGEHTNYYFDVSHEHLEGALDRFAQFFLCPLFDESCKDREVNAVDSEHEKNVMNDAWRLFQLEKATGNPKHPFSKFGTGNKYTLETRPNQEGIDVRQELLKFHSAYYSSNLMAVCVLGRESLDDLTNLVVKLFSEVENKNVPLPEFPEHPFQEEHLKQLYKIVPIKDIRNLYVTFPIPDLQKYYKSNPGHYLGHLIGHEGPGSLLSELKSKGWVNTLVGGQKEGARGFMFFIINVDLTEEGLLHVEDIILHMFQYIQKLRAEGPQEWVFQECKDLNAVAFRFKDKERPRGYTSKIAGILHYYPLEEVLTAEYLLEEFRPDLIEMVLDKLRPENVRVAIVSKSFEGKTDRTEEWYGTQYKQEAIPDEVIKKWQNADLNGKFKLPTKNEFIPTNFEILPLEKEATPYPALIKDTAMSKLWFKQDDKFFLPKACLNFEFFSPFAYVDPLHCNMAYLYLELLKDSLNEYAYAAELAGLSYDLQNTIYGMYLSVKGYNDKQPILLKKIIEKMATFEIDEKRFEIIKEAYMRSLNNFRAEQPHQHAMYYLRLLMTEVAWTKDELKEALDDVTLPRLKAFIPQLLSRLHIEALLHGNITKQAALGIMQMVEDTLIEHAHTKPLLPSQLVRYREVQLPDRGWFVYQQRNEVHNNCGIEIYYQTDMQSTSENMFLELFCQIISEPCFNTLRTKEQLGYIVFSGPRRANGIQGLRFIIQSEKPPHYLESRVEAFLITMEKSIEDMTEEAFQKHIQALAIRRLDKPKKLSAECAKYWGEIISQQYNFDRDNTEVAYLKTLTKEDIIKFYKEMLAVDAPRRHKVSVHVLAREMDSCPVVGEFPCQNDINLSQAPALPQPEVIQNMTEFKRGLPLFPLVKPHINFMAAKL
M5 PAM: human M5 muscarinic receptor positive allosteric modulators, primary screen, CHO-K1 cells, Fluo-8 calcium fluorescence. Muscarinic acetylcholine receptor M5 (Homo sapiens), P08912. CHO-K1 hM5, ACh EC20 PAM; 0% = ACh EC20, 100% = ACh EC100. activation, % at 3 µM. 360,000 tested, 0.3% active. AID 624038, 2012;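 active = activation above the run cutoff, the mean activation of all test compounds plus 3 SD, cut at about 18% in these data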
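System – CHO-K1 hM5 cells · Compound – 3 µM, single dose · Incubation – compound preincubation 140 s before EC20 acetylcholine addition · Technique – Fluo-8 calcium fluorescence · Measure – Max/basal fluorescence ratio as % of EC20–EC100 ACh window · Benchmarks – low control EC20 acetylcholine (0%), high control EC100 acetylcholine (100%) · Replication – singlicate, one well per test compound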
CHRM5 agonist: human M5 muscarinic receptor agonists, primary screen, CHO-K1 cells, Fluo-8 calcium fluorescence; Muscarinic acetylcholine receptor M5 (Homo sapiens), P08912; CHO-K1 hM5 cells; 0% DMSO wells, 100% maximal acetylcholine response; activation, % at 3 µM; 360,000 tested, 0.19% active; AID 624037, 2012;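 active = activation above the run's mean over test compounds plus 3 SD, cut at about 23% in these data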;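 also: signal is peak over basal fluorescence ratio across the kinetic read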
CRFBP-R2 block: antagonists of CRF-BP/CRF-R2 complex, primary screen, cell-based, HEK293, calcium dye fluorescence, uHTS. CRF-induced calcium fluorescence. inhibition, % at 11.8 µM. 350,000 tested, 0.59% active;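 active = inhibition of the ligand-induced calcium signal above about 50% at the single tested concentration, limit read from the data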
CHRM4 PAM: human M4 muscarinic receptor positive allosteric modulators, primary screen, CHO-K1 cells, Fluo-8 calcium fluorescence. CHO-K1 hM4/Gqi5, ACh EC20; 0% = ACh EC20, 100% = maximal ACh. activation, % at 3 µM. 360,000 tested, 0.4% active;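 active = activation above its plate's cutoff, the mean activation of sample wells plus 3 SD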; also: some results filed as inactive read as strong as hits
CRFR2-BP ag: agonists of CRF-BP/CRF-R2 complex, primary screen, cell-based, HEK293, calcium dye fluorescence, uHTS | CRF-binding protein / CRF receptor 2 complex (human) | calcium dye fluorescence (FLIPR); percent of saturating CRF peptide response | activation, % at 13.2 µM | 350,000 tested, 0.46% active | AID 588473, 2011;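 active = activation of at least 50%, plus an integration ratio under a set limit after plate pattern correction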;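 also: plate controls were neutral control wells without compound for no effect and CRF at EC100 for full effect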
M5 antag: human M5 muscarinic receptor antagonists, primary screen, CHO cells, Fluo-8 calcium fluorescence. CHO-hM5 cells, ACh EC80. 360,000 tested, 0.59% active. AID 624040, 2012. inhibition, % at 3 µM;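 active = inhibition above a per-plate cutoff, the mean of that plate's test compounds plus 3 SD, cut at about 27% in these data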;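 also: 0% = acetylcholine EC80 with DMSO and 100% = DMSO without agonist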
M4 antag: human M4 muscarinic receptor antagonists, primary screen, CHO cells, Fluo-8 calcium fluorescence. Muscarinic acetylcholine receptor M4 (Homo sapiens), P08173. CHO-hM4 cells, ACh EC80. inhibition, % at 3 µM. 360,000 tested, 0.73% active. AID 624125, 2012;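 active = inhibition above its plate's cutoff, the mean inhibition of sample wells plus 3 SD, cut at about 27% in these data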;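 also: 0% = acetylcholine EC80 with DMSO and 100% = DMSO without agonist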
M4 ag: human M4 muscarinic receptor agonists, primary screen, CHO-K1 cells, Fluo-8 calcium fluorescence. Muscarinic acetylcholine receptor M4 (Homo sapiens), P08173. CHO-K1 hM4/Gqi5; vehicle 0%, full acetylcholine response 100%. activation, % at 3 µM. 360,000 tested, 0.14% active. AID 624127, 2012;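 active = activation above the run mean over all test wells plus 3 SD, cut at about 32% in these data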;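 also: peak over basal fluorescence ratio per well then scaled between controls; 0% = DMSO wells and 100% = acetylcholine at EC100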
Numbers without * were called inactive; . = not tested or not shown; & = joins results of further samples.

1. CCn1c(Cc2ccccc2)nnc1SCC(=O)Nc1ccc2c(c1)OCO2
2. O=C(c1ccc(CN2CCOCC2)cc1)N1CCN(c2ccccc2F)CC1
3. Cc1sc2ncnc(NCC(c3ccco3)N(C)C)c2c1C (stereo unspecified)
4. CNC(=O)COC(=O)c1cc(F)c(F)cc1Cl
5. CC(C)C(=O)Nc1cccc(C(=O)Nc2nnc(C(C)C)s2)c1
6. O=C(Nc1nc(-c2ccccc2Cl)cs1)c1cccnc1
7. NC(CCc1ccccc1)c1csc(NC(=O)Nc2cccc(C(F)(F)F)c2)n1 (stereo unspecified)
8. O=C(OC(c1ccccc1)c1nccc2ccccc12)c1cccc([N+](=O)[O-])c1 (stereo unspecified)
Screen / compound no. | 1 | 2 | 3 | 4 | 5 | 6 | 7 | 8
IDE inh | 2 | 1 | 7 | 7 | 1 | 5 | . | -14
M5 PAM | 2 | 1 | -8 | 13 | -7 | -9 | 4 | -2
CHRM5 agonist | -5 | 0 | -5 | -3 | 2 | 10 | 2 | -6
CRFBP-R2 block | 9 | -18 | 27 | 6 | 7 | -34 | . | 4
CHRM4 PAM | -1 | 0 | -14 | 4 | 4 | -4 | 10 | -7
CRFR2-BP ag | 0.9 | 5.3 | -1.4 | 0.7 | 4.6 | -1.1 | . | -1.6
M5 antag | 0 | -4 | 2 | -8 | 2 | -1 | 11 | 3
M4 antag | -3 | -6 | 8 | 2 | 5 | -3 | 11 | -3
M4 ag | 1 | 1 | 3 | 1 | 3 | 16 | 9 | -1

9. CCN(CC(=O)Nc1ccccc1C(F)(F)F)C(=O)CCc1ccccc1
10. CCc1cccc(OCCn2nc(C(=O)O)c3ccccc3c2=O)c1
11. CSCCC1COC(c2cccs2)=N1 (stereo unspecified)
12. CN1CC(=O)N(CC(=O)Nc2cccc3ccccc23)C1=O
13. COc1ccc(C2Nc3ccccc3C(=O)N2NS(C)(=O)=O)cc1OC (stereo unspecified)
14. N=c1c[n+](N2CCOCC2)[n-]o1
15. Cc1cc(SCNC(=O)c2ccccc2)ncn1
16. CCOC(=O)c1ccc(NC(=O)c2cn(-c3ccccc3)nc2-c2ccncc2)cc1
Screen / compound no. | 9 | 10 | 11 | 12 | 13 | 14 | 15 | 16
IDE inh | 0 | 3 | -2 | -5 | -2 | 2&6 | 5 | 6
M5 PAM | 3 | 0 | -12 | -7 | 7 | 0 | -1 | -11
CHRM5 agonist | 0 | 4 | -18 | 1 | -3 | 0 | 5 | -1
CRFBP-R2 block | 22 | -5 | -1 | 3 | 12 | 21 | 2 | -15
CHRM4 PAM | 2 | 6 | -14 | 7 | 6 | 5 | 5 | -3
CRFR2-BP ag | 1.8 | 4.3 | 2.9 | -2.4 | 1.3 | -1.0 | 1.6 | 0.3
M5 antag | -6 | 8 | 11 | 5 | -3 | 1 | -2 | 5
M4 antag | -5 | -18 | 12 | -6 | -5 | -8 | 0 | 7
M4 ag | 2 | 2 | 0 | 2 | 1 | 1 | 2 | 7

17. CC(C)(CO)NCc1c(OCc2ccc(Cl)cc2)ccc2ccccc12
18. COc1cccc(N2CCN(CC(=O)Nc3ccccc3C(=O)NCc3ccccc3)CC2)c1
19. Cc1cc(C)cc(NC(=O)c2ccc(S(=O)(=O)C(F)F)cc2)c1
20. CCN(CC)C(=O)COc1ccc(-c2nnc(N3CCCCC3)c3ccccc23)cc1
21. O=C(CCN1C(=O)C2C3CCC(C3)C2C1=O)Nc1ccc(Cl)cc1Cl (stereo unspecified)
22. COCCn1c(SCC(=O)NC(=O)NC2CCCCC2)nc2ccccc2c1=O
23. OC(c1cc(-c2ccc(Cl)cc2)nc2ccccc12)C1CCCCN1 (stereo unspecified)
24. O=C(CCC1CCCN(C(=O)Cn2cnnn2)C1)NCc1ccccc1F (stereo unspecified)
Screen / compound no. | 17 | 18 | 19 | 20 | 21 | 22 | 23 | 24
IDE inh | -3 | -2 | 2 | 2 | . | -1 | -7 | 0
M5 PAM | -4 | -29 | -3 | 1 | 1 | 2 | 0 | 3
CHRM5 agonist | -6 | 4 | -5 | 1 | -3 | 1 | 1 | -4
CRFBP-R2 block | -2 | -19 | 5 | -1 | -2 | 2 | -18 | 2
CHRM4 PAM | 1 | -9 | -12 | 1 | -7 | 3 | 1 | 5
CRFR2-BP ag | -1.8 | 1.3 | -1.8 | 0.7 | -1.9 | -0.3 | 3.5 | -1.1
M5 antag | 0 | 18 | -6 | 2 | 11 | 1 | 8 | 4
M4 antag | 5 | 20 | 9 | 7 | 1 | -4 | 17 | 0
M4 ag | 4 | 18 | 0 | 2 | 2 | 1 | 14 | 1

25. CNC(=S)N1N=C(c2ccccc2)CC1c1ccc(OC)c(OC)c1 (stereo unspecified)
26. O=C(COc1ccccc1)N1CCCC1
27. COc1cccc(Nc2nc(C)cc(C)c2C(N)=O)c1
28. Cn1c(=O)c2cc(NC(=O)Cc3cccnc3)ccc2n1-c1ccc2ccccc2c1
29. CC(C)NC(=O)COc1ccc(/C=N/NS(=O)(=O)c2ccccc2)cc1
30. Cc1ccc2nsnc2c1S(=O)(=O)N(Cc1cc2cccc(C)c2[nH]c1=O)CC1CCCO1 (stereo unspecified)
31. COCCN(CCOC)C(=O)C1CCCN(S(=O)(=O)c2ccc(NC(=O)OC)cc2)C1 (stereo unspecified)
32. O=C(N/N=C/c1ccc(O)cc1)/C(=C/c1ccc([N+](=O)[O-])cc1)NC(=O)c1ccccc1
Screen / compound no. | 25 | 26 | 27 | 28 | 29 | 30 | 31 | 32
IDE inh | 11 | 0 | 1 | . | 1 | 3 | -2 | 1
M5 PAM | 0 | 0 | -4 | 2 | -4 | -18 | -4 | 2
CHRM5 agonist | 0 | -2 | -1 | 0 | 1 | 6 | 2 | -10
CRFBP-R2 block | 10 | 4 | 5 | . | 22 | -18 | 5 | -4
CHRM4 PAM | 1 | 4 | -3 | 1 | 6 | -17 | -18 | -2
CRFR2-BP ag | -0.3 | -0.8 | -0.6 | . | 14 | 0.4 | -2.1 | -1.1
M5 antag | -2 | 9 | 9 | 1 | 2 | 4 | 2 | 7
M4 antag | 12 | 0 | -2 | -1 | -3 | 12 | -10 | 1
M4 ag | 0 | 1 | 0 | 1 | 2 | 14 | 0 | 0

Some of these compounds in order of length of the SMILES, highest first:
31. COCCN(CCOC)C(=O)C1CCCN(S(=O)(=O)c2ccc(NC(=O)OC)cc2)C1 (stereo unspecified)
29. CC(C)NC(=O)COc1ccc(/C=N/NS(=O)(=O)c2ccccc2)cc1
27. COc1cccc(Nc2nc(C)cc(C)c2C(N)=O)c1
26. O=C(COc1ccccc1)N1CCCC1
Screen / compound no. | 31 | 29 | 27 | 26
IDE inh | -2 | 1 | 1 | 0
M5 PAM | -4 | -4 | -4 | 0
CHRM5 agonist | 2 | 1 | -1 | -2
CRFBP-R2 block | 5 | 22 | 5 | 4
CHRM4 PAM | -18 | 6 | -3 | 4
CRFR2-BP ag | -2.1 | 14 | -0.6 | -0.8
M5 antag | 2 | 2 | 9 | 9
M4 antag | -10 | -3 | -2 | 0
M4 ag | 0 | 2 | 0 | 1

More entries.
33. CN(Cc1ccccc1F)c1cc2c(c3c1ccn3C)C1CCC2O1 (stereo unspecified)
34. Cc1ccc(CN2CCN(Cc3ccccn3)CC2CCO)cc1 (stereo unspecified)
35. COc1ccc(NC(=O)CNc2cc(S(=O)(=O)N3CCOCC3)ccc2NCC2CCCO2)cc1 (stereo unspecified)
36. CCC(CO)NCc1cc(OC)c(OCC(=O)NCCc2ccccc2)cc1Br (stereo unspecified)
37. CCc1cccc(N(C)C(N)=Nc2cccc3ccccc23)c1
38. Cc1scc(C(=O)NNC(=O)CCC(=O)O)c1C
39. CCOC(=O)c1ccc(N2CCN(c3ccc(F)cc3)CC2)c(NC(=O)Nc2cccc(OC)c2)c1
40. O=C(CC(=O)c1ccccc1)Nc1cc(C(F)(F)F)ccc1Cl
Screen / compound no. | 33 | 34 | 35 | 36 | 37 | 38 | 39 | 40
IDE inh | . | 0 | -5 | 3 | -1 | 4 | -2 | -1
M5 PAM | 7 | 4 | -9 | 3 | -1 | -8 | -3 | -3
CHRM5 agonist | -7 | -1 | -6 | 1 | 2 | -4 | -1 | -1
CRFBP-R2 block | . | 7 | 9 | -13 | -9 | -7 | 5 | 22
CHRM4 PAM | 1 | -2 | 5 | 4 | -6 | -7 | 3 | 3
CRFR2-BP ag | . | 0.5 | -1.2 | -0.9 | -0.7 | -1.1 | 2.0 | -1.0
M5 antag | 7 | -4 | -7 | -2 | 1 | 3 | -2 | 2
M4 antag | -11 | -2 | -8 | -3 | 7 | 3 | -3 | 13
M4 ag | -3 | 1 | 0 | 2 | 1 | 0 | 3 | 0

41. O=C(N/N=C/c1c[nH]c2ccc(Br)cc12)c1ccn(Cc2ccc(Cl)cc2)n1
42. COc1ccc(OCC(=O)c2c[nH]c3ccccc23)cc1
43. CC(C)c1ccc(NC(=S)NN2C(C)CCCC2C)cc1 (stereo unspecified)
44. CCNC(=S)N1CCN(Cc2ccccc2)CC1
45. CC(=O)Nc1cc(C(=O)N2CCc3ccccc3C2)ccc1Sc1ccc(Cl)cc1
46. Nc1nc(SCc2cccc([N+](=O)[O-])c2)n[nH]1
47. Cc1ccccc1NC(=S)N(CCCN1CCC(C)CC1)Cc1ccco1
48. O=C(NCc1ccco1)C1CCN(Cc2ccc(F)cc2)CC1
49. CN(C)c1ccc(C(=S)N2CCOCC2)cc1Br
50. COc1ccc(/C=N/n2c(C)nc3ccccc3c2=O)cc1
51. COc1ccc(C(CNC(=O)C2CC2)N(C)C)cc1 (stereo unspecified)
Screen / compound no. | 41 | 42 | 43 | 44 | 45 | 46 | 47 | 48 | 49 | 50 | 51
IDE inh | 1 | -3 | -2 | 0 | -1 | 3 | -2 | -5 | 2 | 3 | 7
M5 PAM | -4 | -6 | 6 | -13 | -15 | -4 | -1 | 1 | 2 | 2 | 0
CHRM5 agonist | -2 | -4 | 2 | 2 | -6 | -1 | -7 | -6 | -4 | -3 | -8
CRFBP-R2 block | -2 | 5 | -68 | 14 | 7 | 3 | -1 | 6 | 11 | 5 | 0
CHRM4 PAM | 6 | 9 | 4 | -6 | 2 | 2 | -11 | 4 | -3 | 6 | -3
CRFR2-BP ag | -1.7 | -1.8 | -2.0 | -1.4 | 1.0 | -0.9 | 0.0 | -2.5 | 1.3 | -0.6 | 0.3
M5 antag | 13 | 9 | -5 | 7 | 14 | 17 | 2 | 1 | 6 | 8 | 5
M4 antag | 5 | -9 | -6 | 5 | 0 | 4 | 11 | 13 | 4 | -10 | 6
M4 ag | 3 | 3 | 0 | 12 | 8 | 1 | -1 | 0 | 0 | 2 | 1

No enrichment for hits; overall some 2.9% were active at least once.
